Bioassay records deposited in PubChem BioAssay by several laboratories.
Tn7 DDE FP = inhibitors of Tn7 peptide binding to human fibrin DD(E); P02675; 0.13% of 370,000 active; inhibition, % at 8.3 µM; FP displacement of FITC-Tn7 peptide from fibrin DD(E); 0% = median of compound wells per plate;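 active means inhibition above the mean of compounds falling within the control limits plus 3 SD of them, cut at about 14% in these data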;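 further: 0% = plate median of compound wells and 100% = 10 µM Aha-Tn7 peptide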
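System: human fibrin DD(E); quantity: Fibrin-DD(E) at 2 µM final; also added: fluorescent Tn7 probe at 0.1 µM; compound dosing: single nominal test concentration of 8.3 µM per compound; schedule: 10 min preincubation, 3 h with tracer, room temperature; detection: fluorescence polarization of the labelled Tn7 tracer; repeats: one replicate per compound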
ASAP1 inh = blocks human ASAP1-stimulated Arf1 GTP hydrolysis. GDP FP detection. inhibition, % at 16.5 µM. 0.19% of 360,000 active. AID 624377; in the data active means inhibition above about 25%;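 further: 0% = vehicle with enzyme and substrate and 100% = no enzyme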
ARFGAP1 inh = inhibitors of rat ARFGAP1. AID 651572. inhibition, % at 16.5 µM. Arfgap1-stimulated ARF1 GTP hydrolysis, GDP FP detection. 0.26% of 360,000 active;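 active means inhibition above a per-plate limit, mean inhibition of low control wells plus 3 SD, cut at about 25% in these data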;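 further: 0% = DMSO wells with enzyme and 100% = wells lacking Arfgap1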
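material = rat Arfgap1 catalytic domain, aa 1-136 | also added = human ARF1(Δ1-17)-GTP substrate | compound dosing = one concentration, 16.5 µM, DMSO 1.26% | times = GTP hydrolysis reaction 2 h at 25 °C | measured by = FP, GDP Alexa 633 tracer displaced from anti-GDP antibody, 620/688 nm | evaluation = percent inhibition of Arfgap1-stimulated GTP hydrolysis | replication = single well per compound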
NR1D1 modulator = Rev-erb alpha (human) modulation; Rev-erbα–FITC-DNA binding, fluorescence polarization, 90 min; activity, % at 10 µM; 0.79% of 370,000 active;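 active means activity above about 14%, limit read from the data; passing the limit was not always enough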;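 further: 0% = DMSO wells with 35 nM protein and 100% = DMSO wells with 750 nM protein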
UHRF1 binding = blocks human UHRF1 binding to methylated DNA; Q96T88; UHRF1 binding to methylated oligo, TR-FRET; inhibition, % at 4.4 µM; 0.75% of 370,000 active; in the data active means inhibition above about 21%;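 further: UHRF1 SRA domain binding a hemimethylated CpG hairpin DNA probe; 0% = median of test compound wells and 100% = reference inhibitor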
HGIII-sPLA2 inh = Blocks human group III sPLA2 activity; Q9NZ20; QFRET BODIPY PC-A2 liposome hydrolysis, fluorescence; inhibition, % at 12.2 µM; 0.56% of 370,000 active; AID 743126;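 active means inhibition above mean plus 3 SD of compounds lying within the high and low control bounds, cut at about 19% in these data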;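 further: 0% = median of test compound wells and 100% = no enzyme DMSO wells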
KLK7 zymogen act = activators of human kallikrein-7 zymogen. P49862. purified proKLK7, EDANS-DABCYL substrate fluorescence; 100% is mature enzyme control, 0% vehicle. activation, % at 7 µM. 0.9% of 370,000 active. AID 652039;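 active means activation above the mean of all tested compounds plus 3 SD, computed per campaign excluding outliers beyond control limits, cut at about 13% in these data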
PLCb3 inh = blocks human PLC-beta3 enzyme activity | Q01970 | Purified PLC-beta3, fluorogenic substrate, fluorescence | inhibition, % at 12.2 µM | 0.18% of 370,000 active; in the data active means inhibition above about 11%;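 further: 0% = median of compound wells on plate and 100% = full blocker control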
Target sequence (Q01970 whole entry, looked up): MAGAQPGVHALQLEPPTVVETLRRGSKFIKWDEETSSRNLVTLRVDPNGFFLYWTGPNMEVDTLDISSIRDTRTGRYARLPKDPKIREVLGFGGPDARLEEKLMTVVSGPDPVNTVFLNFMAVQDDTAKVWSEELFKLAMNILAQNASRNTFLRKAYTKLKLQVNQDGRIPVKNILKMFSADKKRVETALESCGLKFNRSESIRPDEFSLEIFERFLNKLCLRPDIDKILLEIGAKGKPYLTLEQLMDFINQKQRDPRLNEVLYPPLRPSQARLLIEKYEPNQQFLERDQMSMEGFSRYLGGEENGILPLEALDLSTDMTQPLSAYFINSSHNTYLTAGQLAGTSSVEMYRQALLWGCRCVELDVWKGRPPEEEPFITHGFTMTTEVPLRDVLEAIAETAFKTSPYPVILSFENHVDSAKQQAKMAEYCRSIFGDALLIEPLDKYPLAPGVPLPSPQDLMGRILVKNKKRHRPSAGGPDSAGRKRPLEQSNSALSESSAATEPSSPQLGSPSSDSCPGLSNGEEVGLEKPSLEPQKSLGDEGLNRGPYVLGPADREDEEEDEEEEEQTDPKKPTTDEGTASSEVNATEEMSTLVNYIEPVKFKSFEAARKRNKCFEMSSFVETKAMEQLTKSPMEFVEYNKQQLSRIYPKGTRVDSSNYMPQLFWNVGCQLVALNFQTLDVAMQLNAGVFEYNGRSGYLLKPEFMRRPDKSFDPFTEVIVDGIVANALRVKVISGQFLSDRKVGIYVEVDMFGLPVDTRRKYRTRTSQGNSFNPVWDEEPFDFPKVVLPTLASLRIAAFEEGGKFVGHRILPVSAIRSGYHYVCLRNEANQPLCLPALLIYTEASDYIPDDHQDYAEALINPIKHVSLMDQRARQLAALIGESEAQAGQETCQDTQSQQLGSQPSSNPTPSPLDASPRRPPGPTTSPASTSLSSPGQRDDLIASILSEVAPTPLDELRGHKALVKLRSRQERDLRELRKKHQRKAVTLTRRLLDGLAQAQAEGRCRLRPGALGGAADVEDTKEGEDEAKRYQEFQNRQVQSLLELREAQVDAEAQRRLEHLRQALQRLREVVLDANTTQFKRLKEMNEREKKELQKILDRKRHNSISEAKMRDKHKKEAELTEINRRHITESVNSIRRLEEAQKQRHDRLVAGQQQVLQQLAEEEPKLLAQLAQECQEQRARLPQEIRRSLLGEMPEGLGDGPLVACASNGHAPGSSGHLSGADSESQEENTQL
DDE Tn6 FP inh = inhibitors of Tn6 peptide binding to human fibrin DD(E) | Fibrin DD(E) TRITC-Tn6 fluorescence polarization displacement | AID 720509 | 0.21% of 370,000 active | P02675 | inhibition, % at 8.3 µM;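 active means inhibition above a per-campaign cutoff: mean of compounds within control limits plus 3 SD, cut at about 15% in these data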;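 further: 0% = median of all compound wells on the plate and 100% = blocking peptide control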
PLCg1 inh = inhibitors of human phospholipase C gamma1. P19174. purified PLC-gamma1, fluorogenic substrate, fluorescence. inhibition, % at 12.2 µM. 0.84% of 370,000 active. AID 720700; in the data active means inhibition above about 9.5%
The depositor's hits bear a star; . = not tested or not shown.

Tn7 DDE FP,ASAP1 inh,ARFGAP1 inh,NR1D1 modulator,UHRF1 binding,HGIII-sPLA2 inh,KLK7 zymogen act,PLCb3 inh,DDE Tn6 FP inh,PLCg1 inh,canonical_smiles
8,-11,5,-6,-1,-9,-0.9,2,3,-4,Cc1cccc(C)c1NC(=O)c1c(C)nn(-c2ccccc2)c1Cl
-3,12,13,-5,2,7,0.0,0,2,0,CC(C)CCN1C(=O)c2ccc(C(=O)NCC3CCCO3)cc2C1=O (stereo not given)
-3,-6,-2,1,0,9,-0.6,-1,1,1,Cc1ccc(S(=O)(=O)NC[C@H]2O[C@@H](n3ccc(N)nc3=O)[C@H](O)[C@@H]2O)s1
1,14,5,1,3,4,0.3,-4,4,3,CC(=O)Nc1ccccc1OC(C)C(=O)N1CC(C)CC(C)C1 (stereo not given)
-5,-3,-4,9,-2,-7,-0.6,-6,8,1,Nc1c(N(CCC2=CCCCC2)C(=O)COc2ccc(F)cc2Cl)c(=O)[nH]c(=O)n1Cc1ccccc1
-8,-6,2,-8,2,-5,-0.6,-6,3,4,COCCNC(=O)NC(=O)CN1C(=O)NC(Cc2c[nH]c3ccccc23)C1=O (stereo not given)
2,12,12,0,4,14,0.6,0,-5,-2,CC(C)NC(=O)N[C@H]1CC[C@H](CC(=O)NCc2ccc(Oc3ccccc3)cc2)O[C@@H]1CO
10,.,.,0,-1,9,-2.4,-93,12,-77,COC(=O)[C@]12C=CCN1[C@@H](c1ccc(C(F)(F)F)cc1)c1c(c3ccccc3n1S(=O)(=O)c1ccc(C)cc1)C2
-1,5,7,-2,-2,-7,-5.3,-19,-3,-12,O=C(Nc1nc(-c2ccccc2)cs1)c1ccccc1F
2,-7,3,4,2,12,0.7,-9,-7,2,CSCCC(=O)N1CCCC(CO)(CCCc2ccccc2)C1 (stereo not given)
-9,-15,-3,4,2,-9,-0.2,7,-10,7,C/C(=N/NC(=O)c1ccc2nc[nH]c2c1)c1cccs1
4,-10,6,5,0,-3,-0.1,-7,-2,-1,CCOC(=O)c1ccccc1NC(=O)COC(=O)CC1CCCCC1
-13,12,3,1,-2,2,-0.1,-2,4,0,CCn1nnc(NC(=O)Cc2ccc(Cl)cc2)n1
0,-5,-10,0,4,7,0.2,1,-6,-2,CN1CCC(OC2c3ccccc3CCc3ccccc32)CC1
3,12,-3,0,-1,1,0.3,2,-8,3,O=C(Cn1cc2c(n1)CCCC2)N1CCCC1
-2,11,6,-6,1,12,-0.2,1,0,9.7*,O=C(O)C1CCCCN1C(=O)c1ccc(S(=O)(=O)N2CCCC2)cc1 (stereo not given)
-3,-9,8,0,-2,-8,0.5,-7,12,2,O=C(COc1ccccc1Cl)NNC(=O)c1cc(S(=O)(=O)N2CCOCC2)ccc1N1CCCC1
-9,10,2,0,-2,-3,0.3,-2,-8,4,COC(=O)c1ccc(NC(=O)C[n+]2ccccc2)cc1
0,-10,9,-2,-2,0,-0.1,-4,1,-6,CCn1ccnc1CN1CCc2c([nH]c3ccccc23)C1C1CCCCC1 (stereo not given)
0,3,1,3,1,5,0.3,4,5,0,CSc1nsc(SCc2cnc(C)nc2N)n1

Tn7 DDE FP,ASAP1 inh,ARFGAP1 inh,NR1D1 modulator,UHRF1 binding,HGIII-sPLA2 inh,KLK7 zymogen act,PLCb3 inh,DDE Tn6 FP inh,PLCg1 inh,canonical_smiles
1,9,-7,-4,-1,-2,-0.1,6,-8,6,C#CC(C)OC(=O)C(C)NC(=O)c1ccccc1 (stereo not given)
1,7,2,-8,1,5,-0.3,-2,-7,-2,O=C(Cn1cnc2ccccc2c1=O)NCCC(=O)N1CCN(Cc2ccccc2)CC1
-6,6,-1,3,12,-6,0.4,4,-5,1,Cc1ccc(N2CCN(C(=O)N3CCCC3)CC2)cc1Cl
3,-11,1,4,0,-7,0.2,-9,3,-1,CCOc1ccc(NC(=O)CN2C(=O)NC(C)(c3ccc4c(c3)OCCCO4)C2=O)cc1OCC (stereo not given)
-7,-14,-10,-3,0,2,0.0,4,2,5,O=C(CN(Cc1ccccc1)C(=O)CCC(=O)Nc1nccs1)NCc1ccc(F)cc1
-3,-1,-3,-1,-1,1,0.6,2,-1,2,O=C(NCCc1ccccc1)C1c2ccccc2C(=O)N1C1CC1 (stereo not given)
6,7,-12,5,0,2,-0.1,-1,0,-1,O=C(O)c1cccc(Sc2ccc(Br)cc2C(=O)O)c1
5,9,-13,-6,1,14,-0.9,-9,0,-2,Cc1csc2nc(CNS(=O)(=O)N(C)C)cn12
0,4,-7,-2,2,9,-0.1,-3,5,6,CCC1CCC(NC2CCCCNC2=O)CC1 (stereo not given)
3,6,-3,0,0,4,0.0,1,11,4,O=C1NCCCC1C(=O)Nc1cccc(C(F)(F)F)c1 (stereo not given)
-5,9,-3,-2,-3,-18,-0.4,-10,1,0,Cc1cc(C(=O)NNC2CC(=O)N(c3ccc4ccccc4c3)C2=O)c(C)o1 (stereo not given)
-8,9,1,1,11,1,-0.7,1,-2,1,CN(C)S(=O)(=O)c1ccc(Cl)c(NC(=O)COc2ccccc2[N+](=O)[O-])c1
-8,.,.,4,-2,-2,.,1,-5,2,Cc1ccc(S(=O)(=O)C2CCN(c3nc(-c4cccs4)nc4ccccc34)CC2)cc1
12,0,-16,-2,4,4,1.5,-4,11,-4,CN1CCN(S(=O)(=O)c2ccc(NC(=O)C3CCCO3)cc2)CC1 (stereo not given)
-2,9,-11,4,3,-23,-0.5,0,-4,3,Cc1ccc(S(=O)(=O)Nc2ccc(C(=O)Nc3ccncc3)cc2)cc1
6,-13,-11,-7,0,-8,0.7,-28,1,-20,O=C(/C=C/Nc1ccc(F)c(Cl)c1)c1ccco1
-1,-10,-3,-2,-1,-12,-0.1,-8,2,0,O=C(O)CC(CC(=O)Nc1ccc(F)c(Cl)c1)c1ccc(Cl)cc1Cl (stereo not given)
1,-2,2,-4,1,4,-0.3,-17,0,-13,CCOC(=O)N1CCN(CC(=O)c2ccc3c(c2)CCN3C(C)=O)CC1
-3,-9,-9,-7,-3,5,0.3,0,3,2,CC(/C=C/c1ccccc1)=N/NC(=O)c1nc2nc(C)cc(C)n2n1
-5,-8,-12,-4,-2,6,-0.3,0,3,0,S=c1[nH]nc(-c2ccco2)n1/N=C/c1ccc(Cl)cc1Cl

Molecules listed so far containing a CF3 group:
Tn7 DDE FP,ASAP1 inh,ARFGAP1 inh,NR1D1 modulator,UHRF1 binding,HGIII-sPLA2 inh,KLK7 zymogen act,PLCb3 inh,DDE Tn6 FP inh,PLCg1 inh,canonical_smiles
10,.,.,0,-1,9,-2.4,-93,12,-77,COC(=O)[C@]12C=CCN1[C@@H](c1ccc(C(F)(F)F)cc1)c1c(c3ccccc3n1S(=O)(=O)c1ccc(C)cc1)C2
3,6,-3,0,0,4,0.0,1,11,4,O=C1NCCCC1C(=O)Nc1cccc(C(F)(F)F)c1 (stereo not given)

(cont.)
Tn7 DDE FP,ASAP1 inh,ARFGAP1 inh,NR1D1 modulator,UHRF1 binding,HGIII-sPLA2 inh,KLK7 zymogen act,PLCb3 inh,DDE Tn6 FP inh,PLCg1 inh,canonical_smiles
0,8,4,-1,5,14,-0.8,-4,-7,0,O=C(CN1CCN(S(=O)(=O)c2cccc(Br)c2)CC1)N1CCCCC1
-6,7,10,-4,1,-1,0.0,-1,-6,-1,COc1c2c(c(C)c3c1C(=O)OC3)O[C@@]1(C)CC[C@@]3(O)C(C)(C)OC(=O)CC[C@]3(C)[C@H]1C2
-1,-8,-6,14*,-4,-5,-0.7,-5,1,2,Brc1cccc(-c2nc3cccnc3nc2-c2cccc(Br)c2)c1
6,-5,1,-2,8,7,0.0,-7,1,-4,COc1ccc(C2(C)NC(=O)N(CC(=O)c3cc(C)n(C4CC4)c3C)C2=O)cc1 (stereo not given)
-6,5,0,-6,0,-5,-0.1,0,0,2,O=C(CC1(O)C(=O)c2ccccc2C1=O)c1ccccc1
10,11,-11,-5,-3,2,-0.2,-2,4,-1,O=C1/C(=C\c2cccnc2)SC(=S)N1c1ccc(F)cc1
4,5,-14,-5,-1,-8,-0.1,0,1,0,CCC(=O)n1nc(NCc2ccccc2OC)nc1NCc1ccccc1OC
2,-6,0,-7,2,-1,0.2,-2,0,0,Cc1cccc(Cn2c(N3CCN(C)CC3)nc3c2c(=O)[nH]c(=O)n3C)c1
-4,4,1,-3,-1,-1,0.8,4,-4,0,CCOc1ccc(S(=O)(=O)N2CCN(C(=O)c3ccccc3Cc3ccccc3)CC2)cc1
2,16,2,-1,-1,-12,0.3,-5,1,2,C/C(=N\NC(=O)COc1ccccc1[N+](=O)[O-])c1cccc(NC(=O)c2ccncc2)c1
3,2,10,-6,0,-1,3.1,-153,-5,-118,Cc1ccccc1NC(=O)CNc1ccccc1C(=O)NCc1ccco1
1,5,9,-1,-3,3,-0.2,-1,-2,1,Cc1nn(-c2ccccc2)c(N)c1C(c1ccc(C(C)C)cc1)c1c(C)nn(-c2ccccc2)c1N
-8,0,7,6,0,-25,0.1,0,0,1,Cc1ccc(Nc2nc(N)c([N+](=O)[O-])c(NCc3ccco3)n2)cc1C
-5,-7,16,3,-1,2,0.2,-9,3,-1,O=C(COc1ccc(Br)cc1)NCCNC(=O)c1ccncc1
0,0,14,3,0,-1,0.0,-120,-5,-80,Cc1cc(N2CCCCC2C)nc(-c2ccccc2O)n1 (stereo not given)
7,-7,-7,-5,0,3,-0.5,-3,9,1,CCOc1ccc(NC(=O)[C@H](Cc2ccccc2)NC(=O)C2CCNCC2)cc1
11,-2,-1,-1,-1,1,0.3,1,15,-1,CCC(=O)N1c2ccc(S(=O)(=O)CCC(=O)Nc3nccs3)cc2CC1C (stereo not given)
-1,14,-4,-3,3,-31,-0.7,12*,1,7,O=C(Cn1c(NCCCO)nc2ccccc21)c1ccc(Br)cc1
-1,5,10,6,-3,0,0.6,-16,1,-3,COc1ccc(C2C(C#N)=C(N)N(N(C)C)C3=C2C(=O)CCC3)cc1 (stereo not given)
2,-2,-1,-1,1,-2,-0.3,-4,-3,1,Cc1ccc(C(=O)NCCNS(=O)(=O)c2ccccc2[N+](=O)[O-])cc1

Tn7 DDE FP,ASAP1 inh,ARFGAP1 inh,NR1D1 modulator,UHRF1 binding,HGIII-sPLA2 inh,KLK7 zymogen act,PLCb3 inh,DDE Tn6 FP inh,PLCg1 inh,canonical_smiles
3,-2,3,1,0,7,-0.3,-5,-1,-1,COc1cccc(OCC(=O)NNC(=O)C(=O)Nc2cccc(C)c2)c1
-1,-4,1,-1,4,0,-0.5,6,11,5,CCCC[C@@H]1CN=C(N)N1CCc1cccc(F)c1
1,6,10,0,-2,-8,0.5,-3,-2,-3,COc1ccc(/C=C/C(=O)NCCSCc2ccco2)cc1
0,-11,1,3,-1,-21,-0.1,2,1,6,CN1CCN(c2ccccc2NC(=O)c2ccc(-c3ccccc3)cc2)CC1

Compounds shown so far containing an aryl thioether with sulfur outside any ring (two):
Tn7 DDE FP,ASAP1 inh,ARFGAP1 inh,NR1D1 modulator,UHRF1 binding,HGIII-sPLA2 inh,KLK7 zymogen act,PLCb3 inh,DDE Tn6 FP inh,PLCg1 inh,canonical_smiles
0,3,1,3,1,5,0.3,4,5,0,CSc1nsc(SCc2cnc(C)nc2N)n1
6,7,-12,5,0,2,-0.1,-1,0,-1,O=C(O)c1cccc(Sc2ccc(Br)cc2C(=O)O)c1
